Pol iota inh: DNA polymerase iota (human) inhibition; AID 588590; Potency, µM (highest dose often 115 µM), without a hit: at the highest dose activity, negative = inhibition, hits mostly inhibitors; Pol iota fluorescent replication assay, 10 min; hit rate 1% among 390,000; Q9UNA4
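Fluorescent replication assay read twice, at 0 min and 10 min after adding 50 nM (final) substrate. Enzyme (10 nM) and compounds were first incubated 15 min at room temperature; enzyme-free buffer wells were negative controls.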
Tb PGK inh: inhibitors of T. brucei phosphoglycerate kinase; P07378; PGK/GAPDH coupled, Kinase-Glo luminescence, 60 min; Potency, µM (highest dose often 57.5 µM), for the others: at the top dose activity change, negative = inhibition, actives largely listed as inhibitors; hit rate 0.043% among 380,000; further: on the % scale 0 is the no-effect control and ±100 the full control effect; nearly all actives have a fitted effect of over 60% in size
Target sequence (P07378 whole entry, looked up): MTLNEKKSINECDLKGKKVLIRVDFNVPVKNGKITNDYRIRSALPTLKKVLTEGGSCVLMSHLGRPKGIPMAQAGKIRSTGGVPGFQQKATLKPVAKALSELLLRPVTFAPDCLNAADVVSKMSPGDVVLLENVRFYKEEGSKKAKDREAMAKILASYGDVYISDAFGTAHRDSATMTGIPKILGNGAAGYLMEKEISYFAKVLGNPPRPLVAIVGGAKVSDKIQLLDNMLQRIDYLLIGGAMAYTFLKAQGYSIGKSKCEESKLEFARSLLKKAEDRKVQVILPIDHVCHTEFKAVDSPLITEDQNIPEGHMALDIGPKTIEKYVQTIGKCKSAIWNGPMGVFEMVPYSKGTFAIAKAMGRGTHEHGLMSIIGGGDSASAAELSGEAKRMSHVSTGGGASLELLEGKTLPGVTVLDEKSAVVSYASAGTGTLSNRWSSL
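Luminescent ATP detection (Kinase-Glo Plus) follows a 60-minute room-temperature incubation, with wells lacking PGK as controls. Buffer: 100 mM TEA (pH 7.6), 5 mM MgCl2, 0.01% Tween-20. Coupling enzyme GAPDH (100 nM final) supplies unstable 1,3-BPG in-well.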
G9a inh: blocks human histone lysine methyltransferase G9a. hit rate 8.8% among 350,000. Q96KQ7. AID 504332. G9a H3K9 monomethylation, AlphaScreen, 2 h. Potency, µM (doses to about 102 µM), inactives show top-dose activity, negative = inhibition, usual class: inhibitors; further: on the % scale 0 is the no-effect control and ±100 the full control effect; nearly all actives have a fitted effect of over 75% in size
Target sequence (Q96KQ7 913-1193 limits assumed): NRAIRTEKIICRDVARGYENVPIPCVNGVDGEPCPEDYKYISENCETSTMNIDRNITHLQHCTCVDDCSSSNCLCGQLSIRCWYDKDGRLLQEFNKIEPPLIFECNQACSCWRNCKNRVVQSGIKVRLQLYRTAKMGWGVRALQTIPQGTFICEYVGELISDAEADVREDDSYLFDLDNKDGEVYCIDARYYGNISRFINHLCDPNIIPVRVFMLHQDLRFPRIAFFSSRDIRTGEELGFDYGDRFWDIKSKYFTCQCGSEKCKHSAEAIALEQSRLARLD
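G9a (20 nM) was preincubated 15 min with compound, then reacted 2 h at room temperature with 500 nM biotin-H3K9 peptide and 20 µM SAM. Monomethyl-H3K9 detected by AlphaScreen using anti-H3K9me1 antibody.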
BAZ2B block: inhibitors of human BAZ2B bromodomain; Q9UIF8; AlphaScreen BAZ2B-H3K14Ac peptide displacement; Potency, µM (series often up to 114 µM), without a hit: at the top dose activity change, negative = inhibition, usual class: inhibitors; hit rate 4.4% among 360,000; AID 504333; further: on the % scale 0 is the no-effect control and ±100 the full control effect; nearly all actives have a fitted effect of over 60% in size
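AlphaScreen displacement: compounds (up to 110uM) incubated 30 min at room temperature with a preformed 50 nM BAZ2B/50 nM biotinylated H3K14Ac peptide complex in PBS pH 7.4 with Tween-20. Donor and acceptor beads at 10 ug/mL final added, 20 min light-protected before reading.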
Pin1 inhibitor: blocks the human prolyl isomerase Pin1; Q13526; Pin1 FP peptide displacement, HiFluor488, 10 min; Potency, µM (doses to about 115 µM), without a hit: at the top dose activity, negative = inhibition, most hits filed as inhibitors; hit rate 0.009% among 390,000; active means well fitted inhibition curve with a large enough effect in the polarisation, with a control signal flat, not every such curve was filed as active; inconclusive means small, poorly fitted or top-dose-only effect, or effect the other way, or a change in a side signal; inactive means no such curve, though single readings can be large or run the other way; the % refers to the polarisation; further: on the % scale 0 is the no-effect control and ±100 the full control effect
Target sequence (Q13526 whole entry, looked up): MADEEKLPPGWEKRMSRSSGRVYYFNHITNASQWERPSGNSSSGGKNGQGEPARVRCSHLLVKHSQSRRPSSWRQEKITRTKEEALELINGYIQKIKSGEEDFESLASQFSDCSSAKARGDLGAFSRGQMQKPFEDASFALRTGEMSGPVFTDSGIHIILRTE
GLS inh: inhibitors of human glutaminase (GLS) | Potency, µM (top dose mostly 45.5 µM), for inactives: at the top dose activity change, negative = inhibition, most hits filed as inhibitors | GLS enzymatic activity, qHTS titration | AID 624170 | hit rate 0.21% among 410,000 | O94925; further: on the % scale 0 is the no-effect control and ±100 the full control effect
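Enzyme dispensed in phosphate buffer (45 mM, pH 8.2, 0.02% Tween-20), compounds pinned in, then 1 mM L-glutamine solution and the glutamate oxidase–HRP–Amplex Red mix added; fluorescence read immediately and again after 30 min at room temperature.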
BLM inh: inhibitors of human Bloom syndrome helicase BLM. P54132. recombinant BLM DNA unwinding, fluorescence dequenching. Potency, µM (titrated, usually from 56.1 µM), without a hit: top-dose activity change, negative = inhibition, most hits filed as inhibitors. hit rate 0.2% among 350,000. AID 2528;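 further: plate controls were vehicle for no effect and no enzyme for full effect; nearly all actives have a fitted effect of over 35% in size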
HP1b binding inh: inhibitors of HP1-beta chromodomain binding to methylated histone tails; AID 540317; Potency, µM (highest dose often 114 µM), without a hit: at the top dose activity change, negative = inhibition, usual class: inhibitors; P83916; AlphaScreen HP1-beta / biotin-H3K9me3 peptide binding; hit rate 0.56% among 390,000; further: nearly all actives have a fitted effect of over 70% in size; inactives centre near 23
Target sequence (P83916 whole entry, looked up): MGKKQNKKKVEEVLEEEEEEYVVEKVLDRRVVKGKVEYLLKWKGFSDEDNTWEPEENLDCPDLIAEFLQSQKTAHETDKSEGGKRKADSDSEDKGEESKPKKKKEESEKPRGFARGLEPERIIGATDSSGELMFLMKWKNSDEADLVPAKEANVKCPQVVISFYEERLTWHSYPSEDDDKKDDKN
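Compound inhibition of the preformed complex between 50 nM HP1-beta and 50 nM biotinylated H3K9me3 peptide was read by AlphaScreen. Buffer was PBS pH 7.4 with 0.01% Tween-20. Incubations ran 30 min at room temperature, with 10 ug/mL donor/acceptor beads.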
JMJD2A Tudor inh: inhibitors of human JMJD2A Tudor domain; AlphaScreen JMJD2A-Tudor / H3K4me3 peptide binding; O75164; Potency, µM (series often up to 114 µM), for the others: at the highest dose activity change, negative = inhibition, usual class: inhibitors; hit rate 4.4% among 390,000; further: on the % scale 0 is the no-effect control and ±100 the full control effect; nearly all actives have a fitted effect of over 50% in size
Active calls of the source: *; i = inactive; ? = inconclusive; / = no result given; & = joins results of further samples; [ ] = remark or other dose. Unless noted, the call rests on the fitted dose curve; in most records, active means well fitted curve in the direction sought with a large enough effect; inconclusive means small, poorly fitted or top-dose-only effect, or another doubt; inactive means no such curve, though single readings can be large; an effect the other way counts as inactive or inconclusive. Potency means the concentration at half of the fitted maximal effect.

Below each SMILES – Pol iota inh, Tb PGK inh, G9a inh, BAZ2B block, Pin1 inhibitor, GLS inh, BLM inh, HP1b binding inh, JMJD2A Tudor inh
CC(C)(C)NC(=O)C(Cc1ccccc1)NS(=O)(=O)c1cccc2nsnc12 (centres undefined)
  19%, -7%, -40%, 3%, 1%, 9%, -2%, 9%, -14%
COCCCn1c(SCC(=O)NC2CCCCC2)nnc1-c1ccco1
  29%, 1%, 21%, 0%, 0%, 16%, -5%, 11%, -13%
CC[C@]12c3[nH]c4cc(-c5ccco5)ccc4c3CCN1C(=O)[C@@H](CC(=O)NCc1ccco1)C[C@@H]2C(=O)N1CCN(C(=O)c2ccco2)CC1
  50µM*, 0%, /, /, 25%, -1%, /, -25%, ?
COc1ccc(-c2nc(CNS(=O)(=O)c3cc(OC)ccc3OC)cs2)cc1
  25%, -9%, -39%, 4%, 4%, -9%, 0%, 45%[activator], -10%
O=C(/C=C/c1ccccc1)NCCS(=O)(=O)N1CCN(c2ccccc2)CC1
  1%, 7%, 5%, 9%, -4%, 2%, /, 19%, -14%
COc1ccc2nc(C)[nH]c(=O)c2c1
  -9%, -5%, -2%, -1%, 0%, -2%, 2%, 17%, 15%
COCCn1c(=NC(=O)c2ccc(S(=O)(=O)N3CCc4ccccc4C3)cc2)sc2cc(S(N)(=O)=O)ccc21
  20%, 0%, ?, 6%, 16%, 14%, -7%, 22%, -9%
CCNC(=O)c1c(NC(=O)Cc2coc3cc(C)cc(C)c23)sc2c1CCCC2
  43%[activator], -8%, 6%[59 µM], -3%, -6%, -1%, -1%, 36%, -6%
Cc1ccc(C(C)C)c(O)c1
  8%, 6%, 31%[59 µM], /, 2%, 3%&-6%, -3%, 35%, -10%
COc1ccc2cnn(-c3ccc(C)cc3)c(=O)c2c1OC
  -9%, i, 7%, ?, 0%, -10%, 1%, 20%, -11%
CC(=O)c1ccc(N2CCN(C(=S)Nc3cccc(F)c3)CC2)cc1
  ?, -6%, /, -1%, ?, 21%, -2%, 22%, -9%
CC(C)c1ccc(NC(=O)C(Cc2ccccc2)n2cccc2)cc1 (centres undefined)
  ?, -1%, 6%[59 µM], 6%, 17%, -3%, -11%, 8%, -6%
C=CCc1cc(/C=C2/NC(=O)NC2=O)cc(OCC)c1O
  17%, -2%, ?, -21%, -3%, 20%, -10%, 18%, -12%
O=C(Nc1ncc(Cc2ccccc2Cl)s1)c1ccc2c(c1)CC(c1ccccc1)OC2=O (centres undefined)
  15%, -1%, 8%[59 µM], -15%, 43%[activator], 1%, 2%, 28%, -20%
COc1cccc(N2CCN(C3OC(=O)c4ccccc43)CC2)c1 (centres undefined)
  18%, -7%, -2%[12.7 µM], -22%, 1%, 16%, 1%, 20%, -15%
COc1ccc2nc(Nc3nc4cc5c(cc4s3)OCCO5)sc2c1
  15%, -8%, 7%, 10%, 3%, 1%, -8%, 37%, -3%
CCOC(=O)c1nnc2c(-c3ccc(F)cc3)c(C)nn2c1N
  -13%, -6%, 13%[59 µM], -1%, 2%, -1%, -4%, 17%, -14%
Cc1ccc(NC(=O)CC2Sc3ccccc3NC2=O)c(Br)c1 (centres undefined)
  -8%, 9%, -43%[59 µM], 0%, 1%, -4%, -4%, 26%, -7%
Cn1c(N)c(C(=O)CSc2nn(-c3ccc(F)cc3)c(=S)s2)c(=O)n(C)c1=O
  86%[activator], i, ?, -5%, ?, 13%, /, 13%, -26%
Cc1c(/C=N\NC(=O)c2c[nH]c3ccccc23)cnn1C
  20%, -2%, ?, -14%, 4%, 10%, -3%, 39%, -7%
Cc1ccccc1C(=O)N1CCc2ccccc2C1
  21%, /, -3%, -6%, -2%, 11%, 2%, 20%, -9%
CCC(C)(C)NC(=O)C(c1ccc(C)cc1)N(CC1CCCO1)C(=O)CCC(=O)Nc1ccccn1 (centres undefined)
  38%[activator], -9%, -22%, -9%, -3%, -1%, -3%, 19%, -5%
CCOC(=O)/C(N=Nc1ccc(C(=O)O)cc1[N+](=O)[O-])=C(\C)O
  ?, -8%, ?, /, 5%, -5%, 0%, 42%[activator], 1%
N/C(=N\OC(=O)COc1cc(Cl)c(Cl)cc1Cl)c1ccncc1
  5%, -9%, -6%, -21%, 40%[activator], 4%, -1%, 43%[activator], -17%
COCCCn1c(=O)c2sccc2n(Cc2cccc(C)c2)c1=O
  23%, 1%, /, 1%, 0%, -13%, -1%, 27%, -8%
O=C(COC(=O)c1c(F)cccc1F)Nc1ccccc1OC(F)F
  56%[activator], -2%, 5%, 1%, -2%, -12%, -1%, 13%, 4%
COc1ccc(CCNC(=O)C(=O)NCC2OCCN2C(=O)c2ccc(Cl)cc2)cc1OC (centres undefined)
  25%, -15%, /, -36%, -5%, 9%, -1%, 11%, -9%
C/C(=N\NC(=O)c1ccccc1)C1C2C=CC(C2)C1(C)C (centres undefined)
  129%[activator], -2%, 30%, -20%, 0%, -16%, -8%, 28%, -8%
O=C(CSc1ccc2c(c1)OCCO2)NCc1ccccc1
  -21%, i, -5%, -13%, 1%, 3%, -3%, 27%, -9%
CCOc1ccccc1NC(=O)N1CCC2(CC1)Oc1ccccc1C(=O)N2Cc1ccccc1F
  -13%, /, -23%[59 µM], -16%, -1%, -11%, -8%, 17%, -18%

Sorted by count of non-hydrogen atoms (highest first): part of the list above
Below each SMILES – Pol iota inh, Tb PGK inh, G9a inh, BAZ2B block, Pin1 inhibitor, GLS inh, BLM inh, HP1b binding inh, JMJD2A Tudor inh
O=C(Nc1ncc(Cc2ccccc2Cl)s1)c1ccc2c(c1)CC(c1ccccc1)OC2=O (centres undefined)
  15%, -1%, 8%[59 µM], -15%, 43%[activator], 1%, 2%, 28%, -20%
CCNC(=O)c1c(NC(=O)Cc2coc3cc(C)cc(C)c23)sc2c1CCCC2
  43%[activator], -8%, 6%[59 µM], -3%, -6%, -1%, -1%, 36%, -6%
O=C(/C=C/c1ccccc1)NCCS(=O)(=O)N1CCN(c2ccccc2)CC1
  1%, 7%, 5%, 9%, -4%, 2%, /, 19%, -14%
CC(=O)c1ccc(N2CCN(C(=S)Nc3cccc(F)c3)CC2)cc1
  ?, -6%, /, -1%, ?, 21%, -2%, 22%, -9%
COCCCn1c(=O)c2sccc2n(Cc2cccc(C)c2)c1=O
  23%, 1%, /, 1%, 0%, -13%, -1%, 27%, -8%
Cc1ccc(NC(=O)CC2Sc3ccccc3NC2=O)c(Br)c1 (centres undefined)
  -8%, 9%, -43%[59 µM], 0%, 1%, -4%, -4%, 26%, -7%
C/C(=N\NC(=O)c1ccccc1)C1C2C=CC(C2)C1(C)C (centres undefined)
  129%[activator], -2%, 30%, -20%, 0%, -16%, -8%, 28%, -8%
COc1ccc2nc(C)[nH]c(=O)c2c1
  -9%, -5%, -2%, -1%, 0%, -2%, 2%, 17%, 15%

(continued)
Below each SMILES – Pol iota inh, Tb PGK inh, G9a inh, BAZ2B block, Pin1 inhibitor, GLS inh, BLM inh, HP1b binding inh, JMJD2A Tudor inh
COc1cc(-c2noc(CSc3nc(-c4ccc(F)cc4)cc(=O)[nH]3)n2)cc(OC)c1OC
  ?, -3%, -3%[59 µM], -3%, 0%, -16%, -4%, 9%[57 µM], -14%
OC1(C#CCN2CCCC2)c2ccccc2-c2ccccc21
  136%[activator], -7%, /, ?, 3%, 4%, -10%, 8%, ?
S=c1nc(-c2csc3c2CCCC3)[nH][nH]1
  38%[activator], i, 16%[0.501 µM], -3%, -9%, -22%, -1%, ?, ?
Cc1ccc(-c2noc(CCC(=O)NCCCN3CCN(c4cccc(Cl)c4)CC3)n2)cc1
  9%, i, -38%, -25%, 2%, -2%, -2%, -4%, -24%
CCOC(=O)Cn1c(=N)n(Cc2ccc(C(C)(C)C)cc2)c2ccccc21
  5%, i, -3%[59 µM], -2%, 0%, 10%, 2%, 16%, -6%
CCOc1ccc(C(CC(=O)O)NC(=O)C2c3ccccc3Oc3ccccc32)cc1 (centres undefined)
  -11%, /, 9%[59 µM], 8%, -8%, 3%, 0%, 54%[activator], -8%
O=C(CCCc1ccccc1)Nc1ccnn1C1CCN(Cc2ccc(Cl)cc2)CC1
  8%, -2%, 24%, -20%, 4%, -3%, -5%, 5%[57 µM], -22%
O=C1OC[C@H]2CCCN2C(=O)[C@@H](CC(=O)N(CCO)Cc2ccccc2)C/C=C\CC[C@H]1Cc1ccc(F)cc1
  -17%, -3%, /, /, 16%, -3%, /, 39%, -13%
COc1ccc(Cn2c(SCc3ccc(C(=O)NCc4cccs4)cc3)nc3ccncc32)cc1
  -26%, -4%, -5%[59 µM], -32%, 42%[activator], -2%, -3%, 26%, -15%
Cc1ccc(C(=O)N2CCC(C(=O)Nc3cccc([N+](=O)[O-])c3)CC2)cc1
  36%[activator], -3%, 4%, -22%, -9%, 1%, -6%, 20%, -17%
CC(C)NC(=O)c1onc(CSc2ccccc2)c1C(=O)O
  14%, -8%, 23%[0.501 µM], -6%, -10%, 3%, -1%, 101%[activator], -7%
COc1ccc(C(=O)NCc2nnc(SCC(=O)N3CCc4ccccc43)o2)cc1OC
  ?, -1%, -3%[12.7 µM], 0%, -8%, -6%, 1%, -15%, -6%[11.4 µM]
COc1ccc(F)cc1S(=O)(=O)NCC(c1ccco1)S(=O)(=O)c1ccc(F)cc1 (centres undefined)
  15%, 1%, -3%[59 µM], -5%, 2%, -8%, 0%, 27%, -17%
Cc1cc(C)n2nc(SCCCC(=O)c3ccc(F)cc3)nc2n1
  126%[activator], 18%, 50µM*, -10%, 0%, -9%, -1%, 12%, -24%
COC(=O)C1CCN(C(=O)Cc2ccc(C)cc2)CC1
  24%, 6%, -4%, 9%, -1%, 9%, 1%, 14%, -6%
COc1ccccc1N1CCN(C(=O)c2cccc(N3C(=O)NC4CC3(C)Oc3c(OC)cccc34)c2)CC1 (centres undefined)
  -3%, i, -10%, -18%, -4%, 6%, -2%, 11%[57 µM], 2%

High-throughput results (PubChem BioAssay)

An excerpt (hit frequency here may not be typical).
